MEKK2mut PB1 HTS: signal of MEK5 binding to mutant human MEKK2 PB1 domain. bead flow cytometry, Alexa488-MEK5 binding to MEKK2 mutant. percent response, % at 10 µM. 0.35% of 290,000 active. AID 1530; in the data active means percent response above about 24%, passing the limit was not always enough; further: inactives centre near 1; some results filed as inactive read as strong as hits
MEKK2wt PB1 HTS: raises or lowers MEK5 binding to wildtype human MEKK2 PB1 domain | Q9Y2U5 | bead flow cytometry, Alexa488-MEK5 binding to MEKK2 WT; actives lie on both sides | binding response (% of control), % at 10 µM | 1.1% of 290,000 active | AID 1531; in the data active means binding response below about 67% or above about 130%
NALP1 inh: NALP1 inhibition. S. cerevisiae NALP1/ASC/caspase-1 growth, X-gal OD620, 72 h. inhibition, % at 10 µM. 0.61% of 280,000 active. AID 2071; in the data active means inhibition mostly above about 24%, no sharp cut-off; inactive means mostly below about 32%; further: some compounds called inactive have numbers as strong as hits
VIM-2 inhibitor: blocks Pseudomonas aeruginosa VIM-2 metallo-beta-lactamase | purified VIM-2, nitrocefin hydrolysis, epi-absorbance fluorescence | inhibition, % at 5.6 µM | 0.89% of 290,000 active | AID 1527;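 active means inhibition above the mean of all tested compounds plus 3 SD, cutoff set per screening run, cut at about 7.5% in these data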;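 further: red hydrolysis product quenches plate fluorescence so inhibitors raise well fluorescence; 0% = enzyme with DMSO and 100% = DMSO without enzyme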
NS3 helicase inh: blocks Hepatitis C virus NS3 helicase unwinding; NS3 helicase DNA unwinding, Cy5 molecular beacon fluorescence; inhibition, % at 10.9 µM; 0.56% of 290,000 active; AID 1800;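 active means inhibition above the mean of all tested compounds plus 3 SD, set per campaign, cut at about 35% in these data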;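 further: 0% = DMSO wells and 100% = thioflavine S control wells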
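System: Hepatitis C virus NS3 helicase domain fragment enzyme | Reagent: Annealed dual-labelled DNA beacon duplex, ATP-started | Compound dosing: 10.9 µM single point, 0.8% DMSO | Incubation: 1 h reaction at 25 °C, ATP-initiated | Technique: Cy5 fluorescence | Evaluation: Percent inhibition from t60/t0 fluorescence ratio | Benchmarks: Low DMSO, high thioflavine S at 110 µM | Replication: Singlicate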
SUMO HTRF inh: blocks human SUMOylation mediated by UBC9; P63279; HTRF SUMOylation assay, SAE1/SAE2 + UBC9, in vitro; inhibition, % at 35 µM; 0.36% of 290,000 active; AID 2006; in the data active means inhibition above about 50%, passing the limit was not always enough; further: strong numbers were not always called active
Target sequence (P63279 whole entry, looked up): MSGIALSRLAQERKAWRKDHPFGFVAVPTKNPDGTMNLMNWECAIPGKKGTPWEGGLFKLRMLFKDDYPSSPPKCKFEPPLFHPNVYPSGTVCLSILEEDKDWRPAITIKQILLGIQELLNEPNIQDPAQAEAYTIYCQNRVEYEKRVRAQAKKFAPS
PfM18AAP inh: blocks P. falciparum M18 aspartyl aminopeptidase; recombinant PfM18AAP, H-Glu-NHMec fluorogenic cleavage; 1.2% of 290,000 active; inhibition, % at 7.35 µM;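 active means inhibition above the campaign mean inhibition over all tested compounds plus 3 SD, cut at about 28% in these data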;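 further: 0% = plate median of test compound wells and 100% = 2 mM ZnCl2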
DNA FID counter: displaces DNA intercalator in HCV helicase counter-screen; 0.17% of 290,000 active; inhibition, % at 7.9 µM; DNA fluorescent intercalator displacement, fluorescence; in the data active means inhibition above about 37%;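 further: 0% = vehicle and 100% = reference compound; higher means more ethidium bromide displaced from hairpin DNA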
IMP-1 inh: inhibitors of Pseudomonas aeruginosa IMP-1 metallo-beta-lactamase; 0.45% of 290,000 active; purified IMP-1, nitrocefin hydrolysis, epi-absorbance fluorescence; inhibition, % at 5.6 µM;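 active means inhibition above the mean plus 3 SD of all compounds in the same screening run, cut at about 4.5% in these data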;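 further: 0% = IMP-1 with DMSO and 100% = DMSO wells lacking enzyme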
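System: purified recombinant IMP-1 beta-lactamase. Medium: Zinc- and detergent-supplemented HEPES buffer, pH 7.1. Compound: one 5.6 µM dose […]. Schedule: 15 min preincubation plus 25 min reaction at 25 °C. Technique: Epi-absorbance fluorescence, 480 nm excitation, 530 nm emission.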
* hit, by the source's call; [ ] = dose if it differs, or a comment.

SMILES	MEKK2mut PB1 HTS	MEKK2wt PB1 HTS	NALP1 inh	VIM-2 inhibitor	NS3 helicase inh	SUMO HTRF inh	PfM18AAP inh	DNA FID counter	IMP-1 inh
CNc1ncc(C(=O)c2ccc(Cl)c(Cl)c2)s1	0	94	-2	-2.9	16	19	2	-4	-1.0
Cn1c(-[n+]2c(-c3ccccc3)cc(-c3ccccc3)cc2-c2ccccc2)nc2cc([N+](=O)[O-])ccc21	18	114	20	-1.2	-24	2	-5	-6	-2.1
CC(C)(C)SC(=O)CC1NS(=O)(=O)OCC1NC(=O)OCC(Cl)(Cl)Cl (centres undefined)	0	99	18	-0.4	0	4	5	-23	-2.2
Cc1ccc(-c2nn(-c3ccccc3)cc2CO)o1	5	97	8	-2.4	6	30	-190	-5	-2.9
COc1cc(OC)c(C2C(C#N)=C(N)OC3=C2C(=O)CC(C)(C)C3)cc1OC (centres undefined)	4	105	3	-3.4	4	36	3	-3	-1.8
O=C(NN1C(=O)C2C(C1=O)C1C=CC2C12CC2)c1ccccc1 (centres undefined)	-3	103	8	-1.5	2	10	-5	0	-2.5
O=c1c2c([nH]c3ccccc13)CCCCCC2	2	104	12	-2.4	21	6	8	-2	-3.7
COC(=O)C1=C(C)N(c2ccc(OC)c(OC)c2)C(=O)/C1=C\c1ccco1	-6	92	-13	2.5	27	13	-3	-8	-0.6
Cc1cc(CN2CCOCC2)c(O)c(C2(C)CCCCC2)c1	1	100	2	-2.9	5	-14	4	-1	-1.9
Cc1ccc(NC(=O)NNC(=O)C2CC(c3cccnc3)=NO2)cc1 (centres undefined)	-5	92	0	-3.7	-27	-18	-5	-2	-2.2
COc1ccc(NC(=O)N2CCN(c3cccc(C(F)(F)F)c3)CC2)cc1OC	4	103	3	-1.0	-3	-40	-11	-21	-5.2
CCc1sc(NC(=O)C(C)C)nc1-c1ccccc1	2	101	10	-3.2	0	-8	5	-15	-3.4
Cc1ccc(C(=O)c2c(NC(=O)c3ccccc3)sc(C)c2C)cc1	-6	94	-12	-4.4	4	-5	9	-1	-2.8
CCC(C)NC(=O)CSc1ccc(NC(C)=O)cc1 (centres undefined)	7	105	17	-3.4	0	3	-9	1	-3.8
c1ccc(-n2nnnc2N2CCOCC2)cc1	8	108	23	-0.8	1	10	0	2	0.5
O=C(CCl)NN1C(=O)NC2(CCCCC2)C1=O	0	100	-6	-3.8	8	7	4	-4	-3.3
COC(=O)Oc1ccc(/C=C/C(=O)OC(C)C)cc1OC(=O)OC	10	122	11	-0.7	8	17	72*	-5	-3.8
CCN(CC)c1ccc(-c2nn3c(-c4n[nH]c5c4CCC5)nnc3s2)cc1	3	96	11	0.5	-12	-30	-10	-12	-2.1
CC1C(=O)Nc2ccc(S(=O)(=O)N3CCN(c4cccc(Cl)c4)CC3)cc2NC1=O (centres undefined)	2	102	1	-3.4	12	12	1	-34	-2.9
COCCNC(=O)C(c1ccccc1C)N(C(=O)Cn1nnc2ccccc21)c1cccnc1 (centres undefined)	4	98	-77	-1.3	3	11	4	-16	2.5
CCC(=O)Nc1c(C)cc(C)cc1Cl	-4	92	2	-1.8	-1	0	-2	0	-0.6
COc1cccc(NC(=O)N(Cc2cc3cc(C)cc(C)c3[nH]c2=O)CC2COCCO2)c1 (centres undefined)	10	112	-14	-2.5	-2	1	6	-3	-3.6
CC(C)c1nn2c(=O)cc(O)nc2s1	4	112	14	-3.5	-1	12	-7	-13	-3.9
COc1ccccc1CNC(=O)CNC(=O)N1CC(=O)Nc2ccccc21	6	104	2	-1.7	-1	4	7	-9	1.6
CC(C)CNC(=O)c1c(N)n(/N=C/c2ccccn2)c2nc3ccccc3nc12	4	103	-4	-3.7	-3	10	3	7	-0.4
(more compounds)
SMILES	MEKK2mut PB1 HTS	MEKK2wt PB1 HTS	NALP1 inh	VIM-2 inhibitor	NS3 helicase inh	SUMO HTRF inh	PfM18AAP inh	DNA FID counter	IMP-1 inh
Cc1ccccc1N=C1NC(=O)CS1	8	109	21	-2.7	5	-11	-1	-1	-1.7
COc1cc(CC(=O)OCC(=O)N2CCCCC2)cc(OC)c1OC	3	104	16	2.3	7	2	-10	-10	-0.9
Cc1ccccc1C(=O)c1cccn1CC(=O)NCC(C)c1ccccc1 (centres undefined)	-8	99	18	2.6	10	2	-7	-50	0.1
COc1ccc(C(c2c(C)n(C)n(-c3ccccc3)c2=O)c2c(C)n(C)n(-c3ccccc3)c2=O)cc1O	-1	105	14	-3.1	7	2	-1	-17	-2.0
Cc1c(Cl)cnc(NC(=O)CSc2nnc(C)n2Cc2ccccc2)c1Cl	-3	94	2	-5.2	-3	10	-3	-23	-3.4
O=C1c2cnc3nc(SCc4ccc(Cl)cc4)nn3c2CC2c3ccccc3CCN12 (centres undefined)	-2	94	1	-2.5	-4	23	4	-3	-2.7
CC(=O)N(c1ccc(Cl)cc1)c1c[nH]c2ccccc12	4	100	18	-2.4	-4	-2	7	-10	-4.0
COc1ccc(C2C(C)C3(O)CC(C#N)(C(=O)N3)C2(C#N)C#N)cc1 (centres undefined)	11	105	9	-4.3	-1	17	2	-1	-3.2
CN(C)CCCN(C(=O)c1ccc(Cl)s1)c1nc2cc3c(cc2s1)OCO3	12	126	36	1.3	-76	0	7	19	-0.9
NC(=O)c1ccccc1NC(=O)CC12CC3CC(CC(C3)C1)C2	2	101	-6	-1.3	-11	-7	-2	-20	-3.6
CS(=O)(=O)Nc1ccccc1C(=O)Nc1cccc(Cl)c1	2	102	22	-3.1	-3	-5	1	0	-6.7
COc1cc(/C=N/n2c(C)nnc2C)cc(OC)c1OC	15	114	0	-4.6	-4	1	2	1	-5.6
C=CCn1c(SCC(=O)NC2CCS(=O)(=O)C2)nc2sc(CC)cc2c1=O (centres undefined)	-2	99	1	-1.5	4	-2	0	-12	-2.7
COc1cccc(OC)c1C(=O)Nc1cccc(NC(=O)c2cccs2)c1	8	109	23	-0.8	-4	17	3	-6	-2.9
O=C(NC(=S)NCc1ccccc1)c1cccc([N+](=O)[O-])c1	16	109	-1	-3.0	6	0	3	0	-3.9
COc1ccccc1CCNC(=O)CCn1nc(C)c2c(C)n(-c3ccccc3)nc2c1=O	4	104	6	-2.1	1	-1	3	-49	-3.0
COc1ccccc1CNC(=O)CCNC(=O)Cn1cnc2ccccc2c1=O	-9	-1.0*[inhibitor]	0	-2.0	0	32	-2	-7	-1.8
CCOc1cc(/C=N\Nc2ncc(F)c(N3CCOCC3)n2)ccc1Oc1nc(Cl)ncc1F	-17	92	7	-0.1	-9	7	-5	-22	-1.1
CCCc1cc(=O)[nH]c(SCC(=O)c2cc(C)n(C)c2C)n1	1	99	4	-2.2	8	1	-2	-16	-2.3
CN(Cc1ccccc1)C(=O)c1ccc([N+](=O)[O-])o1	2	102	48*	-2.7	14	23	-2	-2	-2.0
CCOc1ccccc1N1CCN(C(=O)CCCc2nc3ccccc3s2)CC1	3	105	45	-0.7	-1	-15	-9	-45	-2.9
CN(CC(=O)NC1CC1)S(=O)(=O)c1ccc(F)cc1	9	103	5	-5.2	4	-1	0	-2	-3.9
CN(C)C(=O)c1cc(C(=O)c2c(F)cccc2F)c[nH]1	-2	100	14	0.9	13	-20	7	-3	-0.1
Cc1ccccc1C(=O)Nc1ccc(S(=O)(=O)N2CC(C)OC(C)C2)cc1 (centres undefined)	3	104	15	-1.2	-4	9	1	-23	-1.5
CC(=O)Nc1ccc(S(=O)(=O)N2CCNC(=O)CC2)cc1	1	102	11	-2.1	-7	1	10	-3	0.7
More results
SMILES	MEKK2mut PB1 HTS	MEKK2wt PB1 HTS	NALP1 inh	VIM-2 inhibitor	NS3 helicase inh	SUMO HTRF inh	PfM18AAP inh	DNA FID counter	IMP-1 inh
NC(=O)Oc1cccc(OC(N)=O)c1	6	97	4	-1.7	-5	-3	4	2	-1.7
CC1CN(CCS(=O)(=O)c2cc(Cl)ccc2Cl)CC(C)O1 (centres undefined)	-1	96	-15	-2.7	0	7	4	-6	-2.6
CCCNC1=CC(=O)CC(C)(C)C1	2	108	19	0.4	0	0	-1	-8	0.3
Cc1cc(Cl)c(OCCCn2ccnc2)c(Br)c1	-4	88	50*	0.9	-8	8	-4	3	-2.5
CCCCCCn1c(CN2CCCC(C)C2)nc2c1c(=O)n(C)c(=O)n2C (centres undefined)	5	99	28	1.6	9	-29	-1	-6	-4.2
O=C(Nc1ccc(NC(=O)c2cccs2)cn1)c1ccccc1	2	99	-23	-0.1	-15	14	-1	-11	-2.8
O=C(CCNc1cccc(Cl)c1)c1ccco1	2	98	20	-1.3	-5	-12	4	0	0.3
O=C1C2C3c4ccccc4C(c4ccccc43)[C@@H]2c2nc3ccccc3n21 (some centres undefined)	3	99	-15	-1.1	-2	-8	-2	-4	-0.8
Cc1oc2c(c(C)cc3oc(=O)c(CC(=O)N[C@@H](CCCNC(N)=O)C(=O)O)c(C)c32)c1C	-3	103	23	3.5	12	38	1	-32	1.0

Screens deposited in PubChem by several laboratories.

No enrichment for hits (roughly 4.7% active in at least one column).
